Screening data as filed in PubChem BioAssay.
MCF10A rerep = A quantitative high throughput screen for small molecules that induce DNA re-replication in MCF 10a normal breast cells. AID 624296, 2012. actives 2.9% (n = 350,000). Potency, µM (top dose mostly 46.1 µM), for the others: at the top dose activity, positive = re-replication, most hits filed as activators. MCF 10A DNA re-replication, Hoechst nuclear intensity, 48 h; note: potency is the fitted concentration of half-maximal effect; % of control where 0% means no effect; nearly all actives have a fitted effect of over 50% in size
S2 tox = Viability Counterscreen for Primary qHTS for Inhibitors of ATXN expression; actives 0.49% (n = 400,000); AID 651635, 2014; Potency, µM (doses to about 56.7 µM), usual class: cytotoxic; S2 cells (HEK-293 line with an ATXN2-luciferase reporter) viability, CellTiter-Fluor protease fluorescence, 24 h; note: potency is the fitted concentration of half-maximal effect; nearly all actives have a fitted effect of over 40% in size
Nrf2 activator = qHTS of Nrf2 Activators. AREc32 ARE-luciferase reporter (MCF7-derived line), luminescence, 24 h. Potency, µM (doses to about 46.1 µM), without a hit: top-dose activation, usual class: activators. actives 0.31% (n = 410,000). AID 624171, 2012; note: potency is the fitted concentration of half-maximal effect; % of control where 0% means no effect; nearly all actives have a fitted effect of over 65% in size
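Nrf2 activation is followed as ARE-luciferase induction in the AREc32 line after one day of compound treatment; luminescence is read with Steady-Glo.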
IL1B secr inh = qHTS for Inhibitors of Inflammasome Signaling: IL-1-beta AlphaLISA Primary Screen; actives 4.7% (n = 360,000); THP-1 LPS/ATP IL-1B secretion, AlphaLISA, 16 h; hits give low values; activity change, % at 57.5 µM; in the data active = activity change below about -50%; inconclusive = mostly about -30% to -49%; note: % is set by controls: 0 for no effect and ±100 for the full control effect
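Secreted IL-1B measured by AlphaLISA bead assay after 16 h compound exposure of THP-1 cells; compounds (final up to 57.5 uM) added 1 h before LPS (250 ng/mL) and ATP (1.25 mM) stimulation; lower signal means less secretion.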
ATXN2 expr inh = Primary qHTS for Inhibitors of ATXN expression. HEK-293 ATXN2-luciferase reporter, luminescence, 24 h. AID 1745845, 2022. actives 0.72% (n = 360,000). Potency, µM (top dose mostly 57 µM), without a hit: top-dose activity change, negative = inhibition, hits mostly inhibitors; note: potency is the fitted concentration of half-maximal effect; % is set by controls: 0 for no effect and ±100 for the full control effect; nearly all actives have a fitted effect of over 55% in size
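qHTS (up to 57 uM final) was run with 24 h compound exposure of reporter cells at 37 °C. Each well was multiplexed: SteadyGlo luminescence measured ATXN2-luciferase expression after a fluorogenic Gly-Phe-AFC viability readout (25 uM final).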
HepG2 viability = qHTS for Inhibitors of TGF-b: Cytotox Counterscreen. HepG2 CAGA-GFP viability, ATP luminescence, 18 h. Potency, µM (top dose mostly 46.1 µM), without a hit: at the top dose activity change, negative = cytotoxicity, usual class: cytotoxic. actives 0.76% (n = 410,000). AID 588856, 2011; note: potency is the fitted concentration of half-maximal effect; some results filed as inactive show a strong effect at the top dose
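CellTiter-Glo luminescence gave cytotoxicity after 18 hours at 37 degrees C. The cells were HepG2 CAGA-GFP in 1% FBS DMEM, stimulated with 500 pg/mL TGF-beta after compound addition. %Activity was normalised to no-cell wells (complete cell-killing) and DMSO (no toxicity), and curves were fitted and classified.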
Nrf2 block = Nrf2 qHTS screen for inhibitors | A549 ARE-Fluc reporter, luciferase luminescence, 18-24 h | Potency, µM (titrated, usually from 46 µM), inactives show at the highest dose activity change, negative = inhibition, most hits filed as inhibitors | actives 2.1% (n = 360,000) | AID 504444, 2011; note: potency is the fitted concentration of half-maximal effect; % is set by controls: 0 for no effect and ±100 for the full control effect; nearly all actives have a fitted effect of over 60% in size
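Cells were seeded and rested 2 h, then exposed to compounds for 18-24 h. CellTiter-Fluor was read first as a viability measure. BugLite was added 15 min before the final luminescent read of ARE-luciferase activity in A549 cells.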
TGFb inhibitor = qHTS for Inhibitors of TGF-b; actives 1.2% (n = 410,000); HepG2 CAGA-GFP TGF-b/SMAD3 reporter, GFP fluorescence, 18 h; TGF-beta stimulated, 500 pg/mL final; Potency, µM (highest dose often 46.1 µM), inactives show at the top dose activity, negative = inhibition, usual class: inhibitors; AID 588855, 2011; note: potency is the fitted concentration of half-maximal effect; % is set by controls: 0 for no effect and ±100 for the full control effect; nearly all actives have a fitted effect of over 65% in size
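Inhibition was scored as loss of TGF-beta-induced (500 pg/mL final, 18 hours, 37 degrees C) GFP in HEPG2 cells carrying a CAGA-GFP reporter, in DMEM with 1% FBS. Well GFP was summed per cell; Activity was normalised to unstimulated and stimulated DMSO wells, then concentration-response fitting.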
A549 tox = Nrf2 qHTS screen for inhibitors: counterscreen for cytotoxicity | A549 ARE-Fluc cells, CellTiter-Fluor viability, 18-24 h | Potency, µM (highest dose often 46 µM), for the others: at the highest dose activity change, negative = cytotoxicity, actives largely listed as inhibitors | actives 0.16% (n = 390,000); note: potency is the fitted concentration of half-maximal effect; % is set by controls: 0 for no effect and ±100 for the full control effect
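A549 ARE_Fluc cells in 5% FBS OPTI-MEM were exposed to compounds in concentration-response for 18-24 h at 37 deg C. Viability was read by CellTiter-Fluor fluorescence (Ex 405/Em 525) after 30 min, before the luciferase read.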
An asterisk follows results filed as active; i = inactive; ? = inconclusive; / = no result given; [ ] = dose if it differs, or a comment. Unless noted, calls come from the whole dose curve; as a rule, active = well fitted curve in the direction sought with a large enough effect; inconclusive = small, poorly fitted or top-dose-only effect, or another doubt; inactive = no such curve, though single readings can be large; an effect the other way counts as inactive or inconclusive.

nr	Compound	Nrf2 activator	A549 tox	Nrf2 block	TGFb inhibitor	ATXN2 expr inh	HepG2 viability	S2 tox	MCF10A rerep	IL1B secr inh
1	Clc1ccccc1CN1CCN(CCCc2ccccc2)CC1	0.8%	-11%	9%	-21%	-26%	-2%	i	22%	-10
2	CSc1ccccc1NC(=O)COc1ccc(Cl)cc1C	5.9%	20%	12%	-19%	35%[activator]	-3%	i	?	9
3	CC(=O)c1c(C)[nH]c2ccccc2c1=O	-0.3%	5%	9%	?	7%	12%	i	-2%	25
4	Cc1ccc2nc(CSc3nnc(-c4ccco4)n3-c3ccccc3)cc(=O)n2c1	-0.2%	-2%	?	10%	-6%	-10%	i	4%	-11
5	COc1cc2[nH]c(=S)n(Cc3ccc(C)cc3)c(=O)c2cc1OC	0.3%	-6%	?	-13%	?	-10%	i	13µM*	11
6	Cc1ccc(NC(=O)CN2C(=O)NC(Cc3c[nH]c4ccccc34)C2=O)cc1S(=O)(=O)N1CCCCC1 (stereo not given)	0.3%	-6%	?	10µM*	-24%	-7%	?	?	?
7	Cc1ccccc1N(CC(=O)NCCc1ccccc1)C(=O)CCC(=O)Nc1ccccn1	0.0%	1%	-1%	1%	-12%	0%	i	26%	-19
8	O=C(O)CCC(=O)Nc1ccc(F)cc1	2.2%	5%	-13%	-2%	4%	-22%	i	1%	2
9	CNC(=O)C[C@H]1C(=O)N(c2ccc(Br)cc2)C[C@@H]1C	-0.9%	/	/	2%	1%	-13%	i	/	2
10	Cc1c(Br)c([N+](=O)[O-])nn1CC(=O)NCc1ccco1	2.5%	1%	-3%	11%	4%	3%	i	0%	3
11	c1ccc(Cc2cc(-c3ccccc3)on2)cc1	1.5%	8%	?	11%	2%	-2%	i	12%	-13
12	Cn1nc(C(=O)OCc2ccc(Br)cc2F)c2ccccc2c1=O	9.4%	-1%	3%	-9%	-1%[11.3 µM]	-12%	i	-3%	-8
13	COc1ccc(NC(=O)c2ccccc2N(Cc2ccccc2)S(C)(=O)=O)c(OC)c1	0.2%	-8%	-3%	0%	-4%	-16%	?	-5%	-10
14	Cc1nc2cc(NCc3cc([N+](=O)[O-])ccc3O)ccc2n1Cc1ccccc1	1.8%	-1%	24%	2%	-3%	-2%	i	-3%	16
15	CC12CC3CC(C)(C1)CC(C(=O)NCc1ccncc1)(C3)C2	-0.2%	5%	6%	35%[activator]	-7%	-7%	i	2%	57
16	O=C(NCCCN1CCOCC1)c1ccc(CS(=O)(=O)c2c(Cl)cccc2Cl)o1	-1.2%	5%	14%	5%	4%	7%	i	10%	22
17	Cc1ccc(S(=O)(=O)N2C[C@H]3[C@H]4C(=O)N(c5ccccc5)C(=O)[C@H]4CC(=O)[C@H]3[C@@H]2c2cccc3ccccc23)cc1	-0.9%	/	/	0%	14%	-13%	i	/	16
18	Cc1ccc(OCC(=O)Nc2ccc3c4c(cccc24)CC3)c(C)c1	0.2%	-2%	-28%	-11%	-7%[11.3 µM]	14%	i	-1%	-10
19	Cc1cccc2nc(-c3cccc(NC(=O)c4ccc(Cl)cc4)c3)cn12	0.0%	-19%	?	?	-16%	-50%	?	?	5
20	COc1ccc(NC(=O)CSc2nc3c(c(=O)n2C)SCC3)cc1OC	3.0%	4%	-11%	14%	-4%	0%	i	5%	i
21	C/C(=N\NC(=O)CNc1cccc2ccccc12)c1ccc(Br)s1	13%	-1%	?	-2%	-19%	-7%	i	?	25
22	O=C(NCCCCc1ccccc1)C1CC(c2ccc([N+](=O)[O-])cc2)=NO1 (stereo not given)	0.1%	3%	1%	-24%	-10%	-7%	i	-7%	3
23	CC(C)N1CCCC(CNC(=O)CCc2nnc(CCCCc3ccccc3)o2)C1 (stereo not given)	-0.1%	12%	-15%	3%	3%	-10%	i	-2%	8
24	CC(CNC(=O)c1ccc2c(c1)nc1n2CCOC1)c1ccccc1 (stereo not given)	-0.4%	0%	/	5%	/	7%	/	/	/
25	CC(C)CCNC(=O)Cn1c(=O)oc2cc(S(=O)(=O)N3CCc4ccccc43)ccc21	-1.6%	6%	6%	-17%	-6%	-5%	i	3%	-1
26	CCOC(CCn1c(SCC(=O)NC2CCCC2)nc2ccccc2c1=O)OCC	0.4%	-2%	-6%	0%	0%	-11%	i	1%	i
27	NCC1CCN(c2nc3ccccc3c3c2CCCC3)CC1	3.5%	23%	-1%	?	?	13µM*	28µM*	?	-95*
28	C=CCn1c(Oc2ccccc2F)nc2c1c(=O)n(C)c(=O)n2C	-0.2%	6%	-63%	14%	-33%	20%	?	4%	14
29	O=C(O)Cc1ccc2c(c1)N(S(=O)(=O)c1cccc(C(F)(F)F)c1)CC(C(=O)O)O2 (stereo not given)	0.0%	-2%	-8%	-6%	8%	7%	i	1%	22
30	CSc1ccccc1NC(=O)CN(c1ccccc1Br)S(C)(=O)=O	-0.5%	9%	-9%	5%	6%	4%	i	-1%	0

By substructure, those above with a COOH group.
nr	Compound	Nrf2 activator	A549 tox	Nrf2 block	TGFb inhibitor	ATXN2 expr inh	HepG2 viability	S2 tox	MCF10A rerep	IL1B secr inh
8	O=C(O)CCC(=O)Nc1ccc(F)cc1	2.2%	5%	-13%	-2%	4%	-22%	i	1%	2
29	O=C(O)Cc1ccc2c(c1)N(S(=O)(=O)c1cccc(C(F)(F)F)c1)CC(C(=O)O)O2 (stereo not given)	0.0%	-2%	-8%	-6%	8%	7%	i	1%	22

Other compounds
nr	Compound	Nrf2 activator	A549 tox	Nrf2 block	TGFb inhibitor	ATXN2 expr inh	HepG2 viability	S2 tox	MCF10A rerep	IL1B secr inh
31	CC(=O)c1cccc(NC(=O)C(C)OC(=O)c2cccc(S(=O)(=O)N3CCN(C)CC3)c2)c1 (stereo not given)	0.5%	-1%	2%	-9%	/	-16%	/	-1%	8
32	COc1ccc(NC(=S)N/N=C/c2cccn2Cc2ccc(F)cc2Cl)cc1	2.3%	-11%	?	12%	-14%	-25%	i	?	17
33	NNC(=O)C(Cc1ccc(O)cc1)N1Cc2ccccc2C1=O (stereo not given)	0.4%	-1%	12%	21%	18%	7%	i	-2%	0
34	CCC1Oc2ccc(C)cc2N(CC(=O)N(Cc2ccncc2)Cc2ccco2)C1=O (stereo not given)	4.0%	-6%	-10%	19%	-8%	-62%	i	-2%	-25
35	COc1ccc(-c2cc(C(=O)Nc3c(C)n(C)n(-c4ccccc4)c3=O)c3ccccc3n2)cc1	-0.3%	3%	15%	13%	-6%	8%	i	-4%	14
36	Cc1nn(C(C)C(=O)N2CCc3ccccc32)c(C)c1[N+](=O)[O-] (stereo not given)	0.4%	-3%	2%	-2%	-20%	2%	i	2%	26
37	COc1cccc2c1cc1c(=O)n(CC(=O)NC3CC3)nc(C)n12	0.6%	7%	-10%	0%	/	1%	/	/	/
38	COc1ccc(-n2cc(-c3ccccc3)c3c(NCCc4ccc(OC)c(OC)c4)ncnc32)cc1	-1.5%	-12%	/	-30%	/	-31%	/	/	/
39	Cc1noc(NS(=O)(=O)c2ccc(NC(=O)C(CC(C)C)N3C(=O)c4ccccc4C3=O)cc2)c1C (stereo not given)	-0.8%	-2%	0%	13%	/	0%	i	0%	8
40	CCc1nc(SCC(=O)N2CCCC2)c2ccccc2n1	3.9%	-1%	0%	3%	29%	-2%	i	-3%	-94*
41	Cc1ccc(-n2nc3c(=O)n(CC(=O)NCCC(C)C)nc(C)c3c2C)cc1	-0.5%	-9%	25%	-18%	/	-12%	/	/	/
42	CCNS(=O)(=O)c1ccc(NS(=O)(=O)c2cc(C)ccc2C)cc1	1.8%	0%	1%	2%	3%	4%	i	7%	-9
43	CC(C)CN(C)Cc1c(C(=O)N2CCc3ccccc3C2)nc2ccc(Cl)cn12	0.4%	4%	24%	-11%	-13%	1%	i	11%	-83*
44	COC(=O)c1ccc(NC(=O)C23CCC(C)(C(=O)O2)C3(C)C)cc1 (stereo not given)	0.3%	-3%	15%	-4%	125%[activator]	7%	i	9%	0
45	Cc1nc(C(F)(F)F)c(C(=O)NC(=O)Nc2ccc(OC(F)(F)F)cc2)s1	0.2%	-2%	?	?	-7%	-28%	i	4%	54
46	Cc1cnn2c(C3CC3)ccnc12	2.5%	2%	2%	-23%	/	0%	i	-2%	14
47	O=C(O)c1cc([N+](=O)[O-])cc2c1nnn2O	-0.2%	?	-10%	-9%	-7%	-10%	?	-1%	-10
48	CC[C@]12c3[nH]c4cc(-c5ccco5)ccc4c3CCN1C(=O)[C@@H](CC(=O)NCCCn1ccnc1)C[C@@H]2C(=O)N1CCN(C(=O)c2ccco2)CC1	-0.2%	3%	9%	-2%	3%	14%	i	10%	5
49	O=C(OCc1cccs1)c1ccccc1NS(=O)(=O)c1ccc2c(c1)OCCO2	-0.2%	3%	-15%	-14%	1%	-1%	i	9%	20
50	O=C(NCCn1cc(SCc2ccccc2)c2ccccc21)c1ccccc1F	2.2%	-27%	?	?	-33%	-22%	?	?	-27
51	CCc1c(C)nc2cc(-c3ccc(OC)c(OC)c3)nn2c1N1CCC(C)CC1	0.4%	-11%	-12%	-10%	-9%	-3%	i	-1%	0
